# From PubChem BioAssay
# sgs1 mgt1 = NCI yeast anticancer drug screen, S. cerevisiae sgs1 mgt1 strain; % growth inhibition at 50 µM; 10% of 78,000 active;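 also: 0% = growth of vehicle-only cultures of the same strain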
#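 Test agents were incubated with a DNA-repair-mutant yeast strain. Growth was then read and compared against vehicle-treated controls.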
# yeast mlh1 rad18 = NCI yeast anticancer drug screen, S. cerevisiae mlh1 rad18 strain; % growth inhibition at 50 µM; 11% of 79,000 active;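 also: 0% = growth of vehicle-only cultures of the same strain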
#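 Read-out is yeast growth inhibition, calculated against vehicle-only controls. The compound was applied to a strain engineered with DNA damage repair alterations.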
# yeast cln2 rad14 = NCI yeast anticancer drug screen, S. cerevisiae cln2 rad14 strain. growth inhibition, % at 50 µM. 8.3% of 78,000 active. AID 165;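 also: 0% = growth of vehicle-only cultures of the same strain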
#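 Readout is yeast growth inhibition versus vehicle-treated controls, using a strain with cln2 and rad14 alterations exposed to compound.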
# yeast rad50 = NCI yeast anticancer drug screen, S. cerevisiae rad50 strain; 10% of 79,000 active; % growth inhibition at 50 µM;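 also: 0% = growth of vehicle-only cultures of the same strain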
#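 Readout: growth inhibition relative to vehicle-treated cultures. Compound exposure was carried out in a genetically defined yeast strain deficient in DNA damage repair.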
# bub3 = NCI yeast anticancer drug screen, S. cerevisiae bub3 mutant strain | % growth inhibition at 50 µM | 9.9% of 78,000 active | AID 167;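 also: 0% = growth of vehicle-only cultures of the same strain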
#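 Whole-cell yeast assay. The mutant strain was incubated with compounds, and growth inhibition was determined by comparison with vehicle-treated cells.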
# yeast mec2-1 = NCI yeast anticancer drug screen, S. cerevisiae mec2-1 strain; 9% of 79,000 active; AID 157; % growth inhibition at 50 µM;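 also: 0% = growth of vehicle-only cultures of the same strain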
#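 Readout is yeast growth inhibition, normalised to vehicle-treated controls, in the mec2-1 strain exposed to compound.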
# Numbers without * were called inactive; . = not tested or not shown; & = joins results of further samples. Rule as the data show it: active = growth inhibition above about 70%; inactive = the rest.
SMILES,sgs1 mgt1,yeast mlh1 rad18,yeast cln2 rad14,yeast rad50,bub3,yeast mec2-1
CCCC(C(=O)O)C(O)(CC(=O)O)C(=O)O (centres undefined),11,-21,-32,19,8,-15
CCCC(=O)Oc1ccc(OCc2ccccc2)cc1,2,-11,-42,-24,75*,-15
CC(=S)N/C=C/c1c(C(=O)O)cc([N+](=O)[O-])cc1[N+](=O)[O-],5,5,-13,-17,-19,-28
CCOC(=O)C1Cc2cc(C)c(C)cc2N(C)C1=O (centres undefined),6,-4,-22,8,22,-10
Oc1c(CN2CCOCC2)ccc(CN2CCOCC2)c1O,-14,35,5,13,16,17
Clc1ccccc1C(Nc1cnccn1)Nc1cnccn1,-7,21,-2,21,27,15
CC(C)(C=O)CC(C#N)/C(=N\NC(N)=O)C(=O)Nc1ccccc1C(N)=O (centres undefined),-11,26,18,-4,15,12
CNc1ccc(Oc2ccccc2)cc1[N+](=O)[O-],-11,-11,-35,-2,-10,6
C=C(CC(=O)OCCCC)C(=O)OCCCC,-4&-18,-6&-8,-12&22,14&-9,-2&-8,-12&-2
Nc1ccc(Oc2ccc(-c3ccccc3)cc2)c(Cl)c1,98*,98*,96*,98*,98*,98*
CC(=O)Oc1ccc2c(c1)O/C(=C\c1ccc(N(C)C)cc1)C2=O,-26,-13,-11,-44,-32,-11
C/C=C\C=N\NC(=O)C(=O)N/N=C/C=C\C,-8,-1,-57,1,-8,-17
C/C=C/C1OCC(CC)C(CCC)O1 (centres undefined),2,-1,-37,36,-18,11
C=CCOC(=O)C(C)O (centres undefined),-15,7,-50,-1,9,11
CC(=O)Nc1ccc(NC(=O)Nc2cc(Cl)ccc2C)cc1,1,5,13,14,18,5
O=C(N/N=C\c1ccc(Cl)cc1Cl)c1ccncc1,5,4,19,1,-7,7
CC(=O)O[C@H]1[C@@H]2[C@@H](C[C@H](C)[C@H]3C=CC(=O)[C@@]31C)OC(=O)[C@@H]2C,21,8,8,12,6,-28
CCOC(=O)/C=C(/C#N)c1ccc(C)cc1,.,20,.,19,.,12
CN(C)c1noc2c1c(=O)n(C)c(=O)n2C,-12,15,-12,-28,3,-10
NC(=O)/C(=C(/O)C(=O)O)c1ccnc2ccccc12,7,-2,-41,5,-4,-5
COc1ccc(C2N(NC(=O)c3ccncc3)C(=O)CS2(=O)=O)cc1F (centres undefined),-12,1,-2,-4,1,-13
CC1OC(c2ccc3c(c2O)C(=O)C2=C(C3=O)C3(O)C(=O)CC(C)(O)CC3(O)C=C2)CC(O)C1O (centres undefined),-19,-6,-8,-19,-22,-23
N#CCC(=O)c1ccc2ccccc2c1,60,70,-13,50,31,16
C=CCOC(C)n1c(C)cc(=O)n(C(C)OCC=C)c1=O (centres undefined),-47,-30,-39,-57,-45,-27
O=C(CN1CCCCC1)c1ccc(CCc2ccc(C(=O)CN3CCCCC3)cc2)cc1,34,32,-61,35,6,11
Cc1nc2c(-c3ccccc3)cc(Cl)cc2s1,9,7,26,13,34,-16
O=C1OC2=C(CCCC2)C(N2CCCCC2)C12SCCCS2 (centres undefined),-7,3,11,4,5,14
O=C(CC(=O)c1ccccc1)CC(O)(c1ccccc1)c1ccccc1,90*,86*,88*,85*,88*,89*
CCCc1ccncc1,0,-26,-72,-12,6,-3
CCCCNc1nnc(NCCCC)c2[nH]cnc12,3,-5,-13,3,-1,-12
OC(CN1CCCCC1)c1cc(Cl)c(Cl)c(Cl)c1 (centres undefined),57,50,52,38,71*,32
CCN(CC)CCOc1cccc(NC(=O)CN(CC)CC)c1,15,2,1,-8,17,-26
CN(C)C(=C1C=CC=C1)N(C)C,-7,8,-53,-7,-12,-2
O=C1/C(=C/c2ccc(Cl)cc2)CSC/C1=C\c1ccc(Cl)cc1,9,-9,-2,2,6,4
CCc1ccc(S(N)(=O)=O)cc1,-16,-168,-25,11,-7,-4
CN(C)C(=S)S(=O)(=O)c1ccc([N+](=O)[O-])cc1,24,92*,-7,27,32,15
CC(C)OC(=O)CO,14,13,12,30,10,4
Cc1cc2c(cc1C(=O)CCC(=O)O)CC1(C2)Cc2cc(C)c(C(=O)CCC(=O)O)cc2C1,50,68,38,56,55,32
CCCCCCCCCCCN1C(=O)c2ccccc2S1(=O)=O,-11,32,59,-22,9,0
CCCCCCCCCCCCCCCCCCOC(=O)c1cccnc1,16,27,21,23,24,10
Cc1ccc2c(c1)sc(C)[n+]2CCO,-39,-18,-6,-20,-10,-20
O=C1O/C(=C2/OC(=O)c3ccccc32)c2ccccc21,-4,-1,-44,-8,14,-8
O=C(c1ccccc1)C(c1ccccc1)N(CCO)CCO (centres undefined),-3,-17,-13,-10,21,-17
CCCCCCCC(CCCCCCC)C(=O)OCCO,4,-6,-22,-7,-5,-8
COc1ccc(S(=O)(=O)N/N=C/C(=O)O)cc1,-44,-15,8,-21,-28,-26
Cc1n[nH]c(=S)[nH]c1=S,9,14,-42,-14,-23,-5
O=[N+]([O-])c1ccc(Cc2ccccc2)cc1,-12&8,-15&-31,-9&3,-37&-3,-12&14,-24&-32
O=C(Nc1ccccc1C(=O)N/N=C/c1ccc(Cl)cc1)c1ccccc1Cl,23,26,30,49,42,28
CCN1CCC(O)(/C=C/c2ccc(C)cc2)C(C(=O)/C=C/c2ccc(C)cc2)C1 (centres undefined),91*,93*,92*,90*,91*,91*
CCOC(=O)c1c(-c2ccccc2)c(C)cn1C,-25,1,11,-16,-8,-26

# (more compounds)
SMILES,sgs1 mgt1,yeast mlh1 rad18,yeast cln2 rad14,yeast rad50,bub3,yeast mec2-1
CN(C)c1ccc(-c2cccc[n+]2C)cc1,3,26,3,-13,0,12
CCCCN(CCCC)CCC(O)c1cc(-c2ccc(C(F)(F)F)cc2)nc(C(F)(F)F)c1 (centres undefined),98*,97*,98*,98*,47,56
COc1ccc2c(ccc[n+]2CC(=O)c2ccc(Br)cc2)c1,-13,43,12,2,19,-11
COc1ccccc1Oc1ccc(N=Cc2ccc(C)cc2)cc1,.,5,.,-16,.,-25
COC(=O)N/N=C/c1ccc2ccccc2n1,3,24,2,8,26,37
CC(C#N)N(C)c1c([N+](=O)[O-])c(=O)n(C)c(=O)n1C (centres undefined),-5,-21,-15,-6,-3,-13
N#CC(CCCC(C#N)(c1ccccc1)c1ccccc1)(c1ccccc1)c1ccccc1,3,0,16,21,-14,1
O=c1[nH]c2c(nc1NC13CC4CC(CC(C4)C1)C3)c(=O)oc1ccccc12,-38,-67,-20,-35,-20,-37
O=CC(O)C(O)C(O)C(O)C(=O)O.O=CC(O)C(O)C(O)C(O)C(=O)O.[NH-]C1CCCCC1[NH-].[Pt+2] (centres undefined),8,-41,4,-8,6,-10
CCN(CC)C(=O)C(C)=O,-12,13,13,9,1,2

# Single records (already shown). Order of values: sgs1 mgt1	yeast mlh1 rad18	yeast cln2 rad14	yeast rad50	bub3	yeast mec2-1
# Listed for `N#CC(CCCC(C#N)(c1ccccc1)c1ccccc1)(c1ccccc1)c1ccccc1` : 3	0	16	21	-14	1
# Listed for `CN(C)c1ccc(-c2cccc[n+]2C)cc1` : 3	26	3	-13	0	12
# Listed for `COc1ccccc1Oc1ccc(N=Cc2ccc(C)cc2)cc1` : .	5	.	-16	.	-25
# Listed for `COC(=O)N/N=C/c1ccc2ccccc2n1` : 3	24	2	8	26	37

# Next part:
SMILES,sgs1 mgt1,yeast mlh1 rad18,yeast cln2 rad14,yeast rad50,bub3,yeast mec2-1
OCC1OC(n2cnc3c(Cl)nc(Nc4ccc(Cl)c(Cl)c4)nc32)CC1O (centres undefined),-13,66,0,7,-17,0
CCC(=O)Nc1ccc(Cl)cc1OC,-5,4,-39,-5,15,-13
CC(=O)CC(C)(C)S(=O)(=O)Cc1ccccc1,7,6,-6,-3,19,11
COC(=O)N/C(C)=N/OCc1ccccc1,4,-12,9,1,15,1
Clc1ccc(C(NC2CC3CCC2C3)c2ccccc2)cc1 (centres undefined),7,17,3,29,13,-22
C=CC1CCC[N+]1(CC(=O)OCC)Cc1ccccc1 (centres undefined),-25,-11,4,-15,-2,-14
COc1ccc(Oc2nc(=O)n3ccccc3n2)cc1,-15,-21,-13,-13,9,1
CCOC(=O)[C@H]1CS[C@]2(c3ccco3)CC(=O)N12,-13,44,-36,14,2,8
CC1=C(C(=O)Nc2ccccc2)C(c2ccc3c(c2)OCO3)C(C(=O)Nc2ccccc2)=C(C)N1,10,27,17,38,38,33
Cn1c(=O)c2c(nc(CCC(N)=O)n2C)n(C)c1=O,8,13,-15,-1,12,-21
CCOC(=O)CC(=O)c1ccc(OC)cc1,-9,-2,-1,-4,31,21
O=C1C(c2ccccc2)=[N+]([O-])c2ccccc21,98*,76*,73*,87*,99*,98*
C[N+](C)=c1nc(N2CCOCC2)ss1,7,-17,9,2,-63,1
CCNC(=O)c1ccc(C)c(N=NN(C)C)c1,-32,-38,7,-7,-20,-19
CCN(CC)CCC(=O)O[C@H]1CC[C@H](CC(C)[C@H]2CC(=O)C(C)C=C(C)[C@H](OC(=O)CCN(CC)CC)C(OC)C(=O)[C@@H](C)CC(C)/C=C/C=C/C=C(C)C(OC)CC3CC[C@H](C)[C@](O)(O3)C(=O)C(=O)N3CCCCC3C(=O)O2)CC1OC (some centres undefined),93*,86*,89*,90*,91*,92*
CC(=O)c1ccc2ccccc2c1OC(=O)c1cccnc1,53,-6,3,15,46,4
CN(C)CCNCc1ccccc1,0,-18,6,-38,-26,-32
O=C1c2ccccc2C2(O)Nc3cc(O)ccc3C12O (centres undefined),-15,-20,-14,-25,-12,-23
O=C(CNc1ccccc1[N+](=O)[O-])Nn1cnc2ccc(S(=O)(=O)Nc3ccccc3[N+](=O)[O-])cc2c1=O,40,28,15,26,21,-1
CCCCNS(=O)(=O)c1n[nH]c(=O)[nH]c1=O,-38,-19,-12,-27,-38,-10
CC(=O)/C=C1\CC(=O)Nc2ccccc2N1,9,-5,5,28,-10,3
COc1ccc(NC(=S)NC2CCCCC2)cc1,-8,-10,-13,-4,-5,-16
ClC1CC2CC1C1COCC21 (centres undefined),-4,-9,-16,9,-13,-5
Cc1cc([N+](=O)[O-])c(N/N=C/c2ccccc2Cl)c([N+](=O)[O-])c1,5,17,-14,1,34,4
N#Cc1ccc(NC(=O)CCCC(=O)Nc2ccc(C#N)c(C#N)c2)cc1C#N,3,14,-7,30,-6,3
CC(C)CC(N)C(=O)NC(C(N)=O)c1ccc(O)cc1 (centres undefined),-5,0,0,-5,-2,-12
CC1(C)OC(=O)C=C([O-])O1.CC1(C)OC(=O)C=C([O-])O1.O=c1c(O)c(-c2ccc([O-])cc2[O-])oc2cc(O)cc(O)c12.[Ti+4],-29,-16,-8,-46,-5,9
CC(=O)Oc1ccc(-c2c3ccccc3cc3c2ccc2ccccc23)cc1,-10,-28,-5,2,-3,-10
O=C(O)C(Br)(c1ccccc1)c1ccccc1,-6,7,-22,-2,-5,-2
CCN(CC)CCCC(C)n1c(SC)nc2cc(Cl)ccc21 (centres undefined),9,-8,-33,-12,7,-33
Cc1ccc(S(=O)(=O)OC2C(C)(C)C(=O)C2(C)C)cc1,0,8,-12,7,18,-2
COC(=O)CC(=O)OC,15,11,8,5,-2,-1
Cc1c(N=Nc2ccc(Br)cc2)c(-c2ccccc2)nn1C(N)=S,98*,98*,95*,98*,96*,98*
CC(=O)c1cc2c(cc1F)C(C)(C)CCC2(C)C,-19,-19,-33,-23,-20,-30
CC(C)CCCC(N)=O,-8,7,7,3,5,2
O=S1(=O)OCCCC1C(O)(c1ccccc1)c1ccccc1 (centres undefined),4,-1,-32,4,9,-6
N#CC12CC=C(c3ccccc3)N=C1NC(c1ccccc1)=CC2 (centres undefined),-32,-34,-38,-26,-2,-36
COc1ccc(SC2=C(N(C)C)C(=O)c3ccccc3C2=O)cc1,63,85*,23,88*,60,20
Cc1nc2c(N)ncnc2o1,-3,8,-35,1,-25,-11
Cc1c2c(cc3c1[nH]c1ccccc13)C(c1ccc(F)cc1)=NCC2,2,-2,-51,-2,-1,6

# Seven of the compounds above, bar-delimited.
Structure | sgs1 mgt1 | yeast mlh1 rad18 | yeast cln2 rad14 | yeast rad50 | bub3 | yeast mec2-1
CC(=O)c1cc2c(cc1F)C(C)(C)CCC2(C)C | -19 | -19 | -33 | -23 | -20 | -30
CC(C)CCCC(N)=O | -8 | 7 | 7 | 3 | 5 | 2
O=S1(=O)OCCCC1C(O)(c1ccccc1)c1ccccc1 (centres undefined) | 4 | -1 | -32 | 4 | 9 | -6
N#CC12CC=C(c3ccccc3)N=C1NC(c1ccccc1)=CC2 (centres undefined) | -32 | -34 | -38 | -26 | -2 | -36
COc1ccc(SC2=C(N(C)C)C(=O)c3ccccc3C2=O)cc1 | 63 | 85* | 23 | 88* | 60 | 20
Cc1nc2c(N)ncnc2o1 | -3 | 8 | -35 | 1 | -25 | -11
Cc1c2c(cc3c1[nH]c1ccccc13)C(c1ccc(F)cc1)=NCC2 | 2 | -2 | -51 | -2 | -1 | 6
